# Compound activity from PubChem BioAssay.
# a7 integrin act: integrin-mediated muscular dystrophy alleviation activation. alpha7betagal myoblasts, beta-gal FDG fluorescence, 48 h. Potency, µM (highest dose often 38.3 µM), without a hit: top-dose activation, most hits filed as activators. hit rate 0.064% among 350,000;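 also: potency is read from the fitted curve at half-maximal effect; 100% = response of the positive control SU9516; nearly all actives have a fitted effect of over 60% in size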
#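 Alpha7betagal+/- myoblasts (passage 13) were plated 16-24 hr, then exposed to compounds (1:260 dilution of DMSO stock) for 48 hours at 37C. After MPER lysis, β-galactosidase reporter activity was read as FDG fluorescence (ex 480/em 540) after 30 minutes.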
# Menin-MLL TR inh: menin-MLL binding inhibition, Texas Red mutant peptide; O00255; Menin + Texas Red MLL mutant peptide, fluorescence polarization; Potency, µM (highest dose often 61.6 µM), for inactives: top-dose FP activity change, negative = inhibition, most hits filed as inhibitors; hit rate 0.23% among 270,000; active = well fitted inhibition curve with a large enough effect in the polarisation, with a control signal flat, not every such curve was filed as active; inconclusive = small, poorly fitted or top-dose-only effect, or effect the other way, or a change in a side signal; inactive = no such curve, though single readings can be large or run the other way; the % refers to the polarisation; also: potency is read from the fitted curve at half-maximal effect; % of control where 0% means no effect; many of its hits are not listed in these tables
# Target sequence (O00255 whole entry, looked up): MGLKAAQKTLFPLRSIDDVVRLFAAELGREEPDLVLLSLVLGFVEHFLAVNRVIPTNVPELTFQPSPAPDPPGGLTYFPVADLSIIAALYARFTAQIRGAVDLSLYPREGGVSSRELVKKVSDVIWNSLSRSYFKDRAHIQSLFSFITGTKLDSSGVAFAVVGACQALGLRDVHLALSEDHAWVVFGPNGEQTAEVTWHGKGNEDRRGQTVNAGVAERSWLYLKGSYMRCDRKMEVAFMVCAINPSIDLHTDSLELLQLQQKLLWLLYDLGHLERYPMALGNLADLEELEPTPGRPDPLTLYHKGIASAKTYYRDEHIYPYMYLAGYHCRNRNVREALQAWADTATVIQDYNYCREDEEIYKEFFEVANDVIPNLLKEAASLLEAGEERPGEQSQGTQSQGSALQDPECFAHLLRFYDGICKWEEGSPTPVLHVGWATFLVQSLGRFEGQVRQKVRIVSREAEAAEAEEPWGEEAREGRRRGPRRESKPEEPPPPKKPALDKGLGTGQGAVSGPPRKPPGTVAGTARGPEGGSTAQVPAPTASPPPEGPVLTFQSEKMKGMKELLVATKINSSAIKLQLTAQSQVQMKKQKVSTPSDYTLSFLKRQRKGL
# MBNL1-CUG inh: blocks human MBNL1 binding to CUG repeat RNA | Q9NR56 | TR-FRET MBNL1-His/biotin-(CUG)12 binding, 665/545 ratio | Potency, µM (titrated, usually from 57.5 µM), for the others: at the highest dose activity change, negative = inhibition, actives largely listed as inhibitors | hit rate 0.036% among 280,000 | AID 2675; active = well fitted inhibition curve with a large enough effect in the signal ratio, with a control signal flat, not every such curve was filed as active; inconclusive = small, poorly fitted or top-dose-only effect, or effect the other way, or a change in a side signal; inactive = no such curve, though single readings can be large or run the other way; the % refers to the signal ratio; also: potency is read from the fitted curve at half-maximal effect; % is scaled to controls: 0 for no effect and ±100 for the full control effect
# Target sequence (Q9NR56 whole entry, looked up): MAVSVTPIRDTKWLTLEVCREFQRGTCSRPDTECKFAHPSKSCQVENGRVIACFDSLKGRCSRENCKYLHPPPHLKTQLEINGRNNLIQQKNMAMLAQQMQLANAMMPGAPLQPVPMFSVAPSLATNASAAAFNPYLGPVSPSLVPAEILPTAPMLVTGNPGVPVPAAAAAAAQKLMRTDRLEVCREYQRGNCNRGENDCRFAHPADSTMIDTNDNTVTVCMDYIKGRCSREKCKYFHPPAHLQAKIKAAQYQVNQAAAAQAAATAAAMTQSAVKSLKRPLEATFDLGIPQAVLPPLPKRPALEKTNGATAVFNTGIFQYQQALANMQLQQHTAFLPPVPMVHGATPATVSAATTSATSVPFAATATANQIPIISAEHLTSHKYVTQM
#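 Compound titration spanned 92 nM–58 uM against the MBNL1-His/biotin-(CUG)12 complex. After 60 min at room temperature with 5 nM streptavidin-XL665 and 0.055 ng/ul terbium anti-His, ratiometric 665/545 nm emission (Ex 340 nm) normalized to controls.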
# A-T KAP1 phos: candidate therapy for ataxia-telangiectasia; […] A-T fibroblasts, KAP-1 phosphorylation AlphaLISA; neocarzinostatin DNA damage 30 min before lysis; Potency, µM (doses to about 57.5 µM), for the others: at the highest dose activation, usual class: activators; hit rate 0.19% among 320,000; AID 485349; also: potency is read from the fitted curve at half-maximal effect; % of control where 0% means no effect; nearly all actives have a fitted effect of over 45% in size
#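 ATM-like activity read as KAP-1 phosphorylation via AlphaLISA donor/acceptor antibody pairs after lysis and 6 hr at 25C. Cells were ATM-null patient fibroblasts ([…], hTERT), dosed 60 min, then exposed to the DSB inducer NCS for 30 min.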
# ASM inhibitor: inhibitors of human secretory acid sphingomyelinase | P17405 | placental ASM, HMU-PC fluorogenic substrate, 60 min | Potency, µM (doses to about 57.5 µM), for inactives: at the highest dose activity change, negative = inhibition, hits mostly inhibitors | hit rate 0.006% among 340,000; also: potency is read from the fitted curve at half-maximal effect
#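 Human placenta-derived ASM preincubated with compound 10 min at room temperature, then reacted with 9 uM (final) fluorogenic HMU-PC substrate for 60 min at 37 C. Stop solution raises pH to 10; fluorescence read at Ex 386/Em 447 nm.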
# TSG101-PTAP inh: blocks PTAP/TSG101 interaction to inhibit HIV-1 budding; Q99816; Fluorescence polarization, FITC-PTAP peptide / Tsg101 binding; Potency, µM (top dose mostly 115 µM), for inactives: at the highest dose activity change, negative = inhibition, usual class: inhibitors; 340,000 tested, under 10 active; AID 493005; active = well fitted inhibition curve with a large enough effect in the main read-out, with a control signal flat, not every such curve was filed as active; inconclusive = small, poorly fitted or top-dose-only effect, or effect the other way, or a change in a side signal; inactive = no such curve, though single readings can be large or run the other way; also: potency is read from the fitted curve at half-maximal effect; % of control where 0% means no effect
#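 FP read-out: FITC-PTAP peptide, 50 nM final, binding Tsg101 binding domain, 10 uM final; 20 min, r.t.; 10 mM HEPES pH 7.5, 0.15 M NaCl, 0.01% Tween 20, 3 mM EDTA, 0.1 mM TCEP.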
# Mito fusion yeast: inhibitors of mitochondrial division or activators of mitochondrial fusion | S. cerevisiae fusion-defective mutant growth rescue, CellTiterGlo 48 h | Potency, µM (top dose mostly 46.1 µM), inactives show at the highest dose growth rescue (activation), most hits filed as activators | hit rate 0.23% among 320,000 | AID 485298;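 also: potency is read from the fitted curve at half-maximal effect; % of control where 0% means no effect; nearly all actives have a fitted effect of over 45% in size; temperature-sensitive fusion mutants such as fzo1-1 at 37 °C on non-fermentable ethanol glycerol medium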
#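 Growth-rescue viability read-out: after 48 h at the non-permissive 37C in glycerol/ethanol YPEG, yeast mitochondrial fusion mutants are measured by CellTiterGlo luminescence; compounds (23 nl pinned per well) restoring growth score as division inhibitors or fusion activators.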
# CXXC DNA block: inhibitors of human MLL CXXC domain-DNA interaction | Q03164 | MLL-CXXC / FITC-HOXA9 DNA fluorescence polarization | Potency, µM (doses to about 115 µM), without a hit: at the top dose activity change, negative = inhibition, usual class: inhibitors | hit rate 0.037% among 290,000; active = well fitted inhibition curve with a large enough effect in the polarisation, with a control signal flat, not every such curve was filed as active; inconclusive = small, poorly fitted or top-dose-only effect, or effect the other way, or a change in a side signal; inactive = no such curve, though single readings can be large or run the other way; the % refers to the polarisation; also: potency is read from the fitted curve at half-maximal effect
#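 Fluorescence polarization: 7 uM MLL-CXXC (stock) preincubated 5 min with compounds, then 50 nM fluorescein-HOX-A9 DNA (stock) added; 30 min ambient. Buffer 50 mM Tris-HCl pH 7.5, 50 mM NaCl, 1 mM DTT, 0.05% BSA.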
# TCR activator: activators of T cell receptors. AID 504894. primary human leukocytes, anti-CD3, IL-2 HTRF, 48 h. 330,000 tested, under 10 active. Potency, µM (series often up to 9.22 µM), inactives show top-dose activation of IL-2 secretion, hits mostly activators; also: % of control where 0% means no effect
#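 1) Mix primary human leukocytes, a-CD3 beads and compound. 2) Incubate 48 hr. 3) Add HTRF IL-2 reagents (a-IL-2-K, a-IL-2-d2).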
# TSHR antag: human thyrotropin receptor antagonism | activity change, negative = inhibition, % at 11.5 µM | P16473 | TSHR-expressing cells, TSH-stimulated cAMP HTRF, 2 h; hits give low values | AID 504810 | hit rate 0.2% among 330,000;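 active = activity change below a set negative limit, meaning inhibition stronger than a set level, cut at about -70% in these data; inconclusive = activity change between two set negative limits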; also: % is scaled to controls: 0 for no effect and ±100 for the full control effect
#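 Cell-based HTRF cAMP assay; TSHR cells + compound, TSH EC80 (4nM final), 2 h, 37 deg C. Lysis with anti-cAMP cryptate and cAMP-d2, 30 min RT, read 665/620 nm.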
# Active calls of the source: *; ? = inconclusive; · = no result given; [ ] = another dose, or the depositor's remark. Unless noted, calls follow the shape of the dose curve; as a rule, active = well fitted curve in the direction sought with a large enough effect; inconclusive = small, poorly fitted or top-dose-only effect, or another doubt; inactive = no such curve, though single readings can be large; an effect the other way counts as inactive or inconclusive.
SMILES,a7 integrin act,Menin-MLL TR inh,MBNL1-CUG inh,A-T KAP1 phos,ASM inhibitor,TSG101-PTAP inh,Mito fusion yeast,CXXC DNA block,TCR activator,TSHR antag
O=C(Cc1ccc(F)cc1)OCN1C(=O)c2ccccc2C1=O,-16%,·,-10%,3%,1%,-1%,-10%,1%,5%,-11
COc1ccc(C(=O)NCC(=O)NCC2COc3ccccc3O2)cc1 (stereo not drawn),11%,-7%,-5%,-3%,-2%,0%,0%,9%,1%,6
CC(=O)Nc1ccc(S(=O)(=O)Nc2ccc(-c3ccc4nnc(C)n4n3)cc2)cc1,11%,-7%,?,6%,-6%,0%,-3%,19%,-3%,33
CCOc1ccc(-c2nn[nH]n2)cc1OCC,13%,0%,?,·,-1%,0%,2%,5%,6%[46.1 µM],-5
O=C(NCCc1cccc(Cl)c1)c1ccc(OC2CCN(Cc3ccccn3)CC2)cc1,-62%[inhibitor],-13%,3%,6%,8%,-5%,-6%,-2%,11%,-2
N#Cc1ccc(C(=O)NNC(=O)c2cccc(S(=O)(=O)N3CCOCC3)c2)cc1,-18%,·,·,-3%,-2%,0%,·,·,0%,4
CCC1CCCCN1Cc1nc2c(c(=O)n(C)c(=O)n2C)n1CCCc1ccccc1 (stereo not drawn),-20%,10%,0%,5%,8%,-1%,2%,-2%,-3%,6
Cc1ccn(-c2ccc(NC(=O)c3cccs3)cc2)n1,?,25%,-2%,-9%,-3%,-5%,-11%,-5%,-5%,4
Cc1ccc(C(=O)OCC(=O)c2ccc(S(=O)(=O)N3CCCCC3)cc2)o1,3%,·,·,-1%,3%,-2%,5%,·,5%,7
CN(C(=O)c1ccno1)c1nnc(-c2cnccn2)s1,24%,12%,?,0%,3%,-13%,3%,-4%,-4%,7
COc1ccc(C2C(=O)NN=C2C)cc1 (stereo not drawn),28%,·,·,·,3%,-6%,·,·,-1%,·
C=CCOC(=O)C1C(=O)CC(C)(O)C(C(=O)OCC=C)C1c1ccc(OCC)cc1 (stereo not drawn),-10%,3%,?,·,1%,-2%,7%,-11%,-7%,36
Cc1cccc(Nc2nc(N)c([N+](=O)[O-])c(N3CC(C)OC(C)C3)n2)c1 (stereo not drawn),19%,30%[activator],3%,-40%,-9%,-2%,-26%,12%,4%,-4
COc1ccc(N2C(=O)CC(N3CCN(Cc4ccc5c(c4)OCO5)CC3)C2=O)cc1 (stereo not drawn),?,2%,·,-1%,4%,-1%,-2%,-4%,-9%,7
C(#Cc1ccccc1)C[N+]1(CC#Cc2cccc3ccccc23)CCOCC1,-9%,?,20%,-2%,-7%,-7%,-4%,5%,-2%,-10
CCOc1ccc(OCC)c(NC(=O)c2ccc(CNc3c(N4CCCC4)c(=O)c3=O)cc2)c1,3%,·,-3%,11%,2%,-1%,-2%,6%,-30%,-4
O=C(c1ccc(Cl)cc1)c1nnc(-c2ccncc2)o1,16%,10%,?,-6%,3%,-2%,1%,4%,-3%,3
O=C(Cc1ccccc1)NNC(=O)c1ccc(NC(=O)c2ccccc2)cc1,-11%,?,4%,0%,-2%,-2%,-2%,6%,9%,0
COCCn1c(SCC(=O)Nc2ccccc2F)nc2c([nH]c3ccccc32)c1=O,-3%,·,6%,1%,-2%,1%,4%,-3%,-6%,-8
Cc1ccccc1C(=O)Nc1ccccc1-n1cccc1,-10%,-2%,0%,3%,-1%,-1%,5%,20%,-8%,3
O=C(COC(=O)c1cccnc1SCC(=O)NCc1ccccc1)NCc1ccccc1,14%,·,41%[activator],8%,-1%,-1%,-2%,28%,4%,-13
CSCCC(NS(=O)(=O)c1ccccc1F)C(=O)NCC(C)(C)N1CCOCC1 (stereo not drawn),0%,·,·,2%,0%,1%,2%,·,-2%,4
O=C(NCC1CCOCC1)c1cc(COc2ccc(F)cc2F)on1,3%,·,0%,-4%,-2%,7%,-10%,-2%,4%,-2
Cc1ccc(S(=O)(=O)c2nc(-c3cccs3)oc2NCc2cccnc2)cc1,?,8%,10%,-3%,6%,0%,3%,6%,-7%,-5
O=C(NC(=S)Nc1ccccc1N1CCOCC1)c1ccc(-c2cc(Cl)ccc2Cl)o1,25%,0%,?,-6%,-4%,-1%,-2%,11%,-2%[46.1 µM],-7
O=C1CC(N2CCSCC2)C(=O)N1c1cccc(Cl)c1 (stereo not drawn),-37%,21%,-1%,-2%,9%,-1%,0%,2%,-2%,-5
CCS(=O)(=O)c1ccc(O)c(NC(=O)NC2CCCCC2)c1,26%,·,-9%,-3%,-2%,-1%,8%,4%,4%,10
CN1CCC(=NNC(=O)c2ccc(N(Cc3ccccc3Cl)S(C)(=O)=O)cc2)CC1,-1%,11%,?,4%,5%,0%,-1%,1%,0%[46.1 µM],-6
CC1=Nn2c(nnc2-c2ccco2)SC1,-11%,-12%,-5%,·,4%,-1%,-6%,-11%,2%,-16
O=C1NC(=Nc2ccccc2Cl)S/C1=C\c1ccc(C(=O)O)cc1,4%,22%,3%,2%,0%,0%,7%,1%,2%,-9
CCOC(=O)C(C)(C)Sc1nc2c(cnn2-c2ccc(F)cc2)c(=O)[nH]1,6%,35%[activator],10%,-7%,7%,-5%,16%,6%,2%,-4
O=C(Nc1cccc(-c2cn3cccnc3n2)c1)c1cccs1,4%,5%,?,0%,239%[activator],1%,0%,17%,-2%[46.1 µM],-8
c1ccc(CCSc2ncnc3nc[nH]c23)cc1,1%,0%,14%[11.5 µM],-1%,-1%,-4%,18µM*,6%,0%[46.1 µM],-5
CC(C)C(c1nnnn1C1CCCCC1)N1CCOCC1 (stereo not drawn),-2%[7.66 µM],-7%,1%,10%,1%,-4%,1%,-1%,5%,16
Cc1cc(SCC(=O)OC(C)C(=O)N(C)c2ccccc2)nc2ccccc12 (stereo not drawn),9%,·,·,15%,2%,-2%,17%,·,1%,4
O=C(NCCOCCNC(=O)OCc1ccccc1)OCc1ccccc1,-19%,-24%,-8%,-2%,3%,-5%,-4%,3%,6%,0
COc1cc(CNC(=O)c2cc3ccccc3oc2=O)cc(OC)c1OC,0%,·,·,·,3%,-5%,·,·,5%,·
Cc1[nH]c(=O)[nH]c(=O)c1CSCC(=O)OCC(=O)c1ccc(Br)cc1,-15%,1%,10%,3%,-3%,0%,24%,4%,1%,-3
CCN(N=O)c1ccc(C=C2C=Cc3ccccc32)cc1,-14%,·,·,·,-19%,-2%,·,·,2%,·
Cc1ccc(-n2c3c(cc(C(=O)NCC(=O)c4ccccc4)c2=O)C(=O)CCC3)cc1,26%,·,9%,0%,-1%,1%,0%,-8%,3%,-16
CC(=O)Nc1ccc(S(=O)(=O)NCCCN2CCN(Cc3ccccc3)CC2)cc1Cl,-9%,·,-2%,11%,-1%,3%,0%,-6%,3%,15
Cc1cccc(C(CC(=O)NCc2ccco2)c2ccccc2)c1O (stereo not drawn),39%,-3%,-7%,3%,2%,-5%,0%,-16%,-31%,-14
CN(CC(=O)NCc1ccccc1Cl)CC(=O)Nc1cccc(F)c1,32%,14%,0%,2%,2%,-2%,-2%,-1%,3%,-2
O=C(CO)N/N=C/c1c2ccccc2cc2ccccc12,14%,-7%,?,1%,25%,-1%,4%,1%,-5%,-7
Cc1cccc(C)c1C(=NCCCN(C)C)c1ccccc1,0%,-11%,·,-5%,7%,-3%,-4%,1%,-3%[46.1 µM],0
O=C(CSc1nnc(-c2ccncc2)o1)Nc1cc(Cl)ccc1C(=O)O,1%,·,·,5%,0%,-11%,·,·,3%,1
COc1cccc(CN2CCNC(=O)C2CC(=O)NCCN2CCCCC2=O)c1 (stereo not drawn),-14%,·,2%,12%,4%,-8%,2%,-1%,-1%,4
CCN(CC)S(=O)(=O)c1cc(-c2nnc(-c3ccc(Br)cc3)o2)ccc1Cl,-20%,17%,10%,-6%,-6%,-6%,0%,1%,-2%,-21
CC1CC(=O)N(c2ccc(C(C)C)cc2)C(=O)C1,-11%,-11%,-6%,2%,-5%,-7%,6%,1%,·,-118*
CN(C)C1=NC[C@H](Cc2ccccc2)N1CCc1ccc(F)cc1,13%,·,·,6%,5%,-10%,-8%,·,-1%,-14
CC(C)n1cnc2c(NCc3ccccc3)cc(OCC3CCN(C)CC3)cc21,0%,·,·,-7%,9%,4%,·,·,8%,-9

# An excerpt; rates above refer to the full screens.
